Screens as filed in PubChem.
Mito fusion act: blocks mitochondrial division or promotes mitochondrial fusion; S. cerevisiae fusion-defective mutant growth rescue, CellTiterGlo 48 h; Potency, µM (top dose mostly 46.1 µM), inactives show at the highest dose growth rescue (activation), most hits filed as activators; 320,000 compounds, 0.23% hits; AID 485298;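 note: potency is the fitted concentration of half-maximal effect; % of control where 0% means no effect; nearly all actives have a fitted effect of over 45% in size; temperature-sensitive fusion mutants such as fzo1-1 at 37 °C on non-fermentable ethanol glycerol medium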
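Temperature-sensitive fusion-defective S. cerevisiae (e.g. fzo1-1, mgm1-5) were grown with compound in YPEG medium (3% ethanol, 3% glycerol) for 48 hours at 37C. Growth rescue was measured as viability by CellTiterGlo luminescence after 10 minutes at ambient.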
TCR activator: T cell receptor activation | primary human leukocytes, anti-CD3, IL-2 HTRF, 48 h | Potency, µM (doses to about 9.22 µM), without a hit: at the highest dose activation of IL-2 secretion, actives largely listed as activators | 330,000 tested, under 10 active; note: % of control where 0% means no effect
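Readout: HTRF IL-2, Eu-cryptate/d2 antibody pair, 320nm excitation, 665nm emission. Stimulus: a-CD3 beads, no co-stimulation. Cells: primary human leukocytes. Exposure: 48 hr with compound.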
TSG101-PTAP inh: blocks PTAP/TSG101 interaction to inhibit HIV-1 budding. Fluorescence polarization, FITC-PTAP peptide / Tsg101 binding. Potency, µM (doses to about 115 µM), inactives show at the top dose activity change, negative = inhibition, usual class: inhibitors. 340,000 tested, under 10 active; active = well fitted inhibition curve with a large enough effect in the main read-out, with a control signal flat, not every such curve was filed as active; inconclusive = small, poorly fitted or top-dose-only effect, or effect the other way, or a change in a side signal; inactive = no such curve, though single readings can be large or run the other way; note: potency is the fitted concentration of half-maximal effect; % of control where 0% means no effect
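Compounds were pin-transferred onto Tsg101 binding domain (10 uM final) in HEPES pH 7.5 buffer, then FITC-PTAP peptide was added at 50 nM final. After 20 min at RT, polarization reported peptide displacement across a qHTS concentration series.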
a7 integrin act: integrin-mediated muscular dystrophy alleviation activation; alpha7betagal myoblasts, beta-gal FDG fluorescence, 48 h; Potency, µM (titrated, usually from 38.3 µM), for the others: top-dose activation, usual class: activators; 350,000 compounds, 0.064% hits;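 note: potency is the fitted concentration of half-maximal effect; 100% = response of the positive control SU9516; nearly all actives have a fitted effect of over 60% in size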
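Alpha7betagal+/- myoblasts (passage 13) were plated 16-24 hr, then exposed to compounds (1:260 dilution of DMSO stock) for 48 hours at 37C. After MPER lysis, β-galactosidase reporter activity was read as FDG fluorescence (ex 480/em 540) after 30 minutes.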
Menin MLL FP TR: displaces Texas Red mutant MLL peptide from human menin. O00255. Menin + Texas Red MLL mutant peptide, fluorescence polarization. Potency, µM (top dose mostly 61.6 µM), without a hit: top-dose FP activity change, negative = inhibition, hits mostly inhibitors. 270,000 compounds, 0.23% hits; active = well fitted inhibition curve with a large enough effect in the polarisation, with a control signal flat, not every such curve was filed as active; inconclusive = small, poorly fitted or top-dose-only effect, or effect the other way, or a change in a side signal; inactive = no such curve, though single readings can be large or run the other way; the % refers to the polarisation; note: potency is the fitted concentration of half-maximal effect; % of control where 0% means no effect; many of its hits are not listed in these tables
MBNL1-CUG inh: inhibitors of human MBNL1 binding to CUG repeat RNA. Q9NR56. AID 2675. TR-FRET MBNL1-His/biotin-(CUG)12 binding, 665/545 ratio. Potency, µM (titrated, usually from 57.5 µM), inactives show top-dose activity change, negative = inhibition, actives largely listed as inhibitors. 280,000 compounds, 0.036% hits; active = well fitted inhibition curve with a large enough effect in the signal ratio, with a control signal flat, not every such curve was filed as active; inconclusive = small, poorly fitted or top-dose-only effect, or effect the other way, or a change in a side signal; inactive = no such curve, though single readings can be large or run the other way; the % refers to the signal ratio; note: potency is the fitted concentration of half-maximal effect; % is set by controls: 0 for no effect and ±100 for the full control effect
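MBNL1-His + Biotin-(CUG)12, cpd titration 92 nM–58 uM; Tb anti-His Ab 0.055 ng/ul, SA-XL665 5 nM (final); 60 min RT; ratiometric 665/545 nm, Ex 340 nm; normalized to buffer and full-complex controls.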
CXXC DNA block: blocks binding of human MLL CXXC domain to DNA; MLL-CXXC / FITC-HOXA9 DNA fluorescence polarization; 290,000 compounds, 0.037% hits; Q03164; AID 2662; Potency, µM (doses to about 115 µM), inactives show at the highest dose activity change, negative = inhibition, hits mostly inhibitors; active = well fitted inhibition curve with a large enough effect in the polarisation, with a control signal flat, not every such curve was filed as active; inconclusive = small, poorly fitted or top-dose-only effect, or effect the other way, or a change in a side signal; inactive = no such curve, though single readings can be large or run the other way; the % refers to the polarisation; note: potency is the fitted concentration of half-maximal effect
Target sequence (Q03164 whole entry, looked up, the tested form may be a part): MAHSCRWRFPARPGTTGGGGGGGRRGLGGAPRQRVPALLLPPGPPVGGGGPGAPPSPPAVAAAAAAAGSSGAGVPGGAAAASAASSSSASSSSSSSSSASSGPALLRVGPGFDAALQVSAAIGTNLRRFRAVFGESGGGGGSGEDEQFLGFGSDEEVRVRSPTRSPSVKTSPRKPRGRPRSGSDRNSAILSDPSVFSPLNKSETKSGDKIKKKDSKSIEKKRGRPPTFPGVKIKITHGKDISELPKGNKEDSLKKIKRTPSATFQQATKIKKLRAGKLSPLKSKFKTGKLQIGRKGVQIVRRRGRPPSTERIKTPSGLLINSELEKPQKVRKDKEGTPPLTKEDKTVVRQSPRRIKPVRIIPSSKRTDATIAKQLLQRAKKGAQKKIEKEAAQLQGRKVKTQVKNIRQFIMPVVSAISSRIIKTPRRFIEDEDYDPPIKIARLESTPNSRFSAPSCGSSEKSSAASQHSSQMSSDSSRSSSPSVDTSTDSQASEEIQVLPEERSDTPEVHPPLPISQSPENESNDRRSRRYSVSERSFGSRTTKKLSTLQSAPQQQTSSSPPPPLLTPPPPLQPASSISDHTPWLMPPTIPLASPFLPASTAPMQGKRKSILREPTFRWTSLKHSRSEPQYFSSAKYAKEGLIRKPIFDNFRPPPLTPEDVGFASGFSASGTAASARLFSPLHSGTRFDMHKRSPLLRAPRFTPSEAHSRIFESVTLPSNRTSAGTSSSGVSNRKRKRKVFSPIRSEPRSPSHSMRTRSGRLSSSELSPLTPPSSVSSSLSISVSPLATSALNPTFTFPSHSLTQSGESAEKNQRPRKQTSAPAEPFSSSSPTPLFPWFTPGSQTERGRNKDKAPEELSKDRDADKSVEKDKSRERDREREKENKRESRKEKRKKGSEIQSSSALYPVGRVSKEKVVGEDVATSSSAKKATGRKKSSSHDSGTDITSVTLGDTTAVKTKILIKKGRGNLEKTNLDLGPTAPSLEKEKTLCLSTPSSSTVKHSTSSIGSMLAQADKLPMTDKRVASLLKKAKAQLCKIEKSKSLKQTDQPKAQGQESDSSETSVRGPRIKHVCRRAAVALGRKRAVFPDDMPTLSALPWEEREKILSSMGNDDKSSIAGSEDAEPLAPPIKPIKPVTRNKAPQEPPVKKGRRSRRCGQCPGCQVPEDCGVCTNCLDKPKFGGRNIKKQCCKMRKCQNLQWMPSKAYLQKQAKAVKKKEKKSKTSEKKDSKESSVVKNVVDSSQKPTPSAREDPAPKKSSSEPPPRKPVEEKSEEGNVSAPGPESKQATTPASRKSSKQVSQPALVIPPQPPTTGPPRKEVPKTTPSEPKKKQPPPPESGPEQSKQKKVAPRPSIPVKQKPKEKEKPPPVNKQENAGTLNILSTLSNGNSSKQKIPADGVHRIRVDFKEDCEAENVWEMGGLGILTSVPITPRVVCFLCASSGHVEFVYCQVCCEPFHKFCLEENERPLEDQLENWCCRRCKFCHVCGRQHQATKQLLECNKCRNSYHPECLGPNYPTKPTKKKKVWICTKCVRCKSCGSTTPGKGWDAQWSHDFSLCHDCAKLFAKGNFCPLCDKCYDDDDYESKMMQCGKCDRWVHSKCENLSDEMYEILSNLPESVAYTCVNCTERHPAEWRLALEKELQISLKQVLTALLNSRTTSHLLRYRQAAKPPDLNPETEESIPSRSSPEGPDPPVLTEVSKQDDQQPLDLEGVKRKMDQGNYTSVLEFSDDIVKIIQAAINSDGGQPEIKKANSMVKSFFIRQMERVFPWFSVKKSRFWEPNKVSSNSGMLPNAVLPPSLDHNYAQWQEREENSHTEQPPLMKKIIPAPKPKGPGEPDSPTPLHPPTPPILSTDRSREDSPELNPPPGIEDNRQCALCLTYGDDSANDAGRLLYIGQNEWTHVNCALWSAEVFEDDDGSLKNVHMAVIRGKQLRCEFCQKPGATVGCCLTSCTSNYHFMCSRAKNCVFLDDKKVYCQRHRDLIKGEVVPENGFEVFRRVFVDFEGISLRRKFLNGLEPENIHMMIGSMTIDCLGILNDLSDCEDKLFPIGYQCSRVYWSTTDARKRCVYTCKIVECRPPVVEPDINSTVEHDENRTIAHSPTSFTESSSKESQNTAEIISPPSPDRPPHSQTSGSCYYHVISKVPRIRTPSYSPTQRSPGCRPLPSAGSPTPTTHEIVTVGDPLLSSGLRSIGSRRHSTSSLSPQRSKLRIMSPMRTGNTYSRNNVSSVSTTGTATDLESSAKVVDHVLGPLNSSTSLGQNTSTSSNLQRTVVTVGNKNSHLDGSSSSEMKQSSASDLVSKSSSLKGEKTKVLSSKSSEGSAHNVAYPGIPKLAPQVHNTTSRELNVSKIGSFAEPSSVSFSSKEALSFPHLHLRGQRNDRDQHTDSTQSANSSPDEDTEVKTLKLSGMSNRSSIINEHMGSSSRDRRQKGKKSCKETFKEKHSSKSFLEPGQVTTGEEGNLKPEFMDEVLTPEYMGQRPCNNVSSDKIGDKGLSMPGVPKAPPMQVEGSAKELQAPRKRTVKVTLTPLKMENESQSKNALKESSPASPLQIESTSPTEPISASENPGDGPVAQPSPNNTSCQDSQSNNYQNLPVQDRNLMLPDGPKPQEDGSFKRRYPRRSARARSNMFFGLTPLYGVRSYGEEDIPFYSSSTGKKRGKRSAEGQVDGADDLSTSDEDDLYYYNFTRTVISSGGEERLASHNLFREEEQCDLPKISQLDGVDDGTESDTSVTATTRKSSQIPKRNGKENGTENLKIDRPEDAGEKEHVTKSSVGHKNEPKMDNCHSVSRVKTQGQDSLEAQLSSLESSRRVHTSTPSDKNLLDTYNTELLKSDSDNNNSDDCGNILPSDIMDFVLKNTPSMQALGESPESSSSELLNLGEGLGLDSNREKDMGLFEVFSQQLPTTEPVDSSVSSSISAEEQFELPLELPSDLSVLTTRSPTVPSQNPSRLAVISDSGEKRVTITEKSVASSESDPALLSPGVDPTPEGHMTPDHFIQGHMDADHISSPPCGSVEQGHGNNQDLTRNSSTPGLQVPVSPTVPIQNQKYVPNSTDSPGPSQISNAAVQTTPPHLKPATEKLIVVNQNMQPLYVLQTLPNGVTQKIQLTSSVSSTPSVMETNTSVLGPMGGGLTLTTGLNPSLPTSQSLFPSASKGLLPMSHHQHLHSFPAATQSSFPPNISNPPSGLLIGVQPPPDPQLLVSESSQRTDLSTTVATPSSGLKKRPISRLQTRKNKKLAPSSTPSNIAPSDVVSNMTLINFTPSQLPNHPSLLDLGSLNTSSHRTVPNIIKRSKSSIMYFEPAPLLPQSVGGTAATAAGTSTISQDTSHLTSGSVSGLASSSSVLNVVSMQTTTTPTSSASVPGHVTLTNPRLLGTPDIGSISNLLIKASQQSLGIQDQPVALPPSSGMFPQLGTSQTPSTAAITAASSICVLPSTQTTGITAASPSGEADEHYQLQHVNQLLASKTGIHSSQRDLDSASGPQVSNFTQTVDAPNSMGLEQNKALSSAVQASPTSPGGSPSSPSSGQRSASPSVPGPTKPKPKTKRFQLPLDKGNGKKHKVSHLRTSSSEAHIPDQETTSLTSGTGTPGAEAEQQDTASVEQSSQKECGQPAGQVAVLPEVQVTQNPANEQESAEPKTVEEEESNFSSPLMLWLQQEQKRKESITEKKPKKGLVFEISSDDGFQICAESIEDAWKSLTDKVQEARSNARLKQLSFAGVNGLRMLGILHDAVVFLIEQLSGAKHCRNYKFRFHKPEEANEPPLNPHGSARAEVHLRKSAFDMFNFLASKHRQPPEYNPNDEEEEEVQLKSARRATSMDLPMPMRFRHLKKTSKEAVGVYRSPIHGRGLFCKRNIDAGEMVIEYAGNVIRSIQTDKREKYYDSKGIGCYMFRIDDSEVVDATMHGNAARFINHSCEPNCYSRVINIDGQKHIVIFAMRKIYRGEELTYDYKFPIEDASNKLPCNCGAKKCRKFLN
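Steps: dispense CXXC domain solution (7 uM) → pin compounds or unlabeled HOX-A9 DNA control → 5 min ambient → add FLSN-HOX-A9 solution (50 nM) → spin → 30 min ambient → fluorescence polarization. Tris pH 7.5/NaCl/DTT/BSA buffer.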
TSHR antagonist: antagonists of human thyroid stimulating hormone receptor | P16473 | TSHR-expressing cells, TSH-stimulated cAMP HTRF, 2 h; stronger effect = lower value | activity change, negative = inhibition, % at 11.5 µM | 330,000 compounds, 0.2% hits;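 active = activity change below a set negative limit, meaning inhibition stronger than a set level, cut at about -70% in these data; inconclusive = activity change between two set negative limits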; note: % is set by controls: 0 for no effect and ±100 for the full control effect
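TSHR-expressing cells were treated with compounds, then stimulated with TSH at EC80 (4nM final) for 2 hours at 37 deg C. Cellular cAMP was measured by HTRF competition between lysate cAMP and cAMP-d2 for a cryptate-labelled anti-cAMP antibody.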
AT treatment: potential ataxia-telangiectasia treatments restoring KAP-1 phosphorylation. […] A-T fibroblasts, KAP-1 phosphorylation AlphaLISA; neocarzinostatin DNA damage 30 min before lysis. Potency, µM (top dose mostly 57.5 µM), without a hit: at the highest dose activation, most hits filed as activators. 320,000 compounds, 0.19% hits. AID 485349; note: potency is the fitted concentration of half-maximal effect; % of control where 0% means no effect; nearly all actives have a fitted effect of over 45% in size
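hTERT-immortalized A-T patient fibroblasts ([…]), 500 cells/well in OPTI-MEM, 1% FBS, got compounds for 60 min, then NCS for 30 min at 37C. Lysates were then assayed for phospho-KAP-1 by AlphaLISA (anti-pKAP1 donor, anti-KAP1 acceptor beads), 6 hr at 25C.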
S-ASM inh: inhibitors of human secretory acid sphingomyelinase; P17405; placental ASM, HMU-PC fluorogenic substrate, 60 min; Potency, µM (doses to about 57.5 µM), without a hit: at the top dose activity change, negative = inhibition, usual class: inhibitors; 340,000 compounds, 0.006% hits; AID 504937; note: potency is the fitted concentration of half-maximal effect
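Human placenta-derived ASM preincubated with compound 10 min at room temperature, then reacted with 9 uM (final) fluorogenic HMU-PC substrate for 60 min at 37 C. Stop solution raises pH to 10; fluorescence read at Ex 386/Em 447 nm.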
* = called active by the depositor; ? = inconclusive; / = not tested or not shown; [ ] = dose if it differs, or a comment. Unless noted, calls come from the whole dose curve; as a rule, active = well fitted curve in the direction sought with a large enough effect; inconclusive = small, poorly fitted or top-dose-only effect, or another doubt; inactive = no such curve, though single readings can be large; an effect the other way counts as inactive or inconclusive.

SMILES	Mito fusion act	TCR activator	TSG101-PTAP inh	a7 integrin act	Menin MLL FP TR	MBNL1-CUG inh	CXXC DNA block	TSHR antagonist	AT treatment	S-ASM inh
COc1ccccc1-c1nnc(SC(C)C(=O)Nc2ccc(C(N)=O)cc2)o1 (stereo not drawn)	-3%	-1%	-4%	6%	/	/	/	-6	2%	1%
O=C(Cn1c(-c2ccccc2)noc1=O)Nc1ccc(N2CCCCCC2)cc1	15%	3%	-5%	-47%[inhibitor]	?	-2%	22%	-5	3%	-5%
O=C(CSCc1ccc(F)cc1)Nc1nc2c(s1)CCCC2	-12%	0%	-2%	-1%	1%	-2%	1%	4	5%	-2%
CN(C)S(=O)(=O)c1cccc(NC(=O)c2cccc(N3C(=O)CCC3=O)c2)c1	-1%	-5%	-2%	0%	/	/	/	23	9%	/
O=C1CC(Cc2ccccc2)C(=O)N1Cc1ccco1 (stereo not drawn)	1%	-3%	0%	-22%	5%	-5%	-18%	8	1%	-5%
CCn1cc(C(=O)NC2CCCCC2C)c(=O)c2ccc(C)nc21 (stereo not drawn)	9%	0%	-5%	1%	-15%	2%	-10%	/	/	-2%
Oc1ccc(N2CCN(CC(O)c3ccccc3)CC2)cc1 (stereo not drawn)	-5%	-1%	-2%	0%	0%	2%	4%	1	-5%	1%
CCCOC(=O)C1[C@H]2C(=O)N(CCCOC)C[C@]23C=C[C@H]1O3 (stereo partly drawn)	-6%	-2%	-7%	0%	12%	-2%	6%	1	-1%	5%
CC(=O)c1ccc(N2CCN(C(=O)CN3C(=O)NC4(CCCCC4)C3=O)CC2)c(F)c1	2%	-2%	-3%	12%	/	/	/	-6	-3%	4%
O=C(COC(=O)c1cccc(Cl)c1)NCc1ccccc1	/	7%[46.1 µM]	0%	18%	/	/	/	-4	-2%	-1%
O=C1OCCN1C(=O)[C@H]1[C@H](c2ccc(F)cc2)C(c2cccc(Cl)c2)=NN1c1ccccc1	/	-6%[46.1 µM]	-5%	0%	?	/	/	33	30%	/
CCOC(=O)c1c(NC(=O)COC(=O)CCNS(=O)(=O)c2ccccc2)sc(C(=O)N(C)C)c1C	-2%	-5%	3%	17%	/	/	/	-19	-9%	-1%
CN1CCN(CCCNc2c(C=O)c(=O)[nH]c3ccccc23)CC1	-1%	-2%	-2%	13%	-1%	-1%	14%	-15	-10%	4%
O=C(c1ccncc1)N1CCN(CCc2ccccc2)CC1	8%	3%	-4%	-7%	4%	-8%	0%	-6	5%	3%
O=C(O)CSc1ncnc2sc(-c3ccccc3)cc12	1%	10%	-1%	8%	-16%	41%[activator]	10%	-9	1%	11%
COC(=O)[C@]1(Cc2ccccc2)N[C@H](CN(C)S(=O)(=O)c2ccc(C)cc2)[C@@H]2C(=O)N(Cc3ccccc3)C(=O)[C@@H]21	/	4%	-5%	24%	/	/	/	-11	1%	4%
COc1ccc(OCCCC(=O)OC(C)C(=O)Nc2ccc(NC(C)=O)cc2)cc1 (stereo not drawn)	-1%	4%	-8%	-15%	/	-5%	2%	-5	5%	2%
CCC(c1nnnn1CCOC)N1CCN(C(=O)c2ccco2)CC1 (stereo not drawn)	1%	1%	-5%	-8%	-30%	3%	-9%	4	1%	6%
COc1ccc(NC(=O)CSc2nnnn2C2CCCCC2)c(OC)c1	-3%	0%	-3%	-12%	/	-3%	-1%	1	0%	4%
CCOC(=O)C1CCN(C(=O)CCC(=O)NNc2nc3ccccc3c3nc(C)nn23)CC1	0%	-1%	1%	0%	/	-3%	9%	-6	-3%	2%
Clc1ccc(CSc2nnc(-c3ccncc3)o2)c(Cl)c1	3%	-15%	-2%	-11%	-2%	-1%	41%[activator]	0	3%	-2%
C=C1C(C(=O)N2CCOCC2)C1C(=O)N1CCOCC1 (stereo not drawn)	-3%	-1%	-2%	2%	-3%	-6%	7%	-2	4%	2%
O=C1C=C(c2cccc(O)c2)CCC1	/	-3%	2%	-32%[inhibitor]	/	/	/	/	/	3%
Cc1ccc(NC(=S)NNC(=S)NCc2ccccc2)cc1	-3%	0%	-3%	-4%	?	3%	1%	-4	2%	0%
c1ccc(C2=Nc3c(ccc4ccccc34)C(c3ccncc3)=NN2)cc1	21%	-3%	-1%	-9%	1%	14%	-2%	50	2%	2%
CCN(CC)S(=O)(=O)c1cc(C)ccc1NC(=S)Nc1cccnc1	0%	9%	-6%	-35%	?	-8%	-7%	-6	-2%	-3%
O=C(NCc1ccco1)C1CCN(c2ccc(S(=O)(=O)N3CCOCC3)cc2[N+](=O)[O-])CC1	-4%	2%	-2%	-7%	0%	?	0%	5	1%	-5%
CCCCN(C)CCNC(=O)c1cc(-c2cccnc2)nc2ccc(S(=O)(=O)N3CCC(C)CC3)cc12	-3%	-2%	2%	-33%	/	4%	16%	-36	-1%	-4%
Cn1c(=O)c2c(nc(SCC(=O)NC34CC5CC(CC(C5)C3)C4)n2C)n(C)c1=O	0%	4%	-6%	-9%	-13%	3%	1%	2	-3%	-2%
Cc1cc(C(=O)CSc2n[nH]c(N)n2)c(C)n1C1CC1	-5%	6%	-7%	19%	-19%	6%	-16%	1	-3%	0%
O=C(O)CCSc1nnc(COc2ccc(Cl)cc2)n1-c1ccccc1	-1%	1%	-6%	3%	5%	-13%	-8%	-11	3%	3%
COc1ccc(-c2cc(C(=O)NN)n(-c3ccccc3)n2)cc1	-2%	-3%[46.1 µM]	0%	-21%	-7%	-8%	-1%	16	-4%	0%
CCN1C(=O)CC(c2ccc(OC(C)C)cc2)C1=O (stereo not drawn)	-19%	-68%	0%	-6%	0%	-5%	-4%	1	23%	-1%
CN1C[C@@H]2[C@@H]3C(=O)N(C)C(=O)[C@@H]3[C@](Cc3ccccc3)(C1=O)N2C(=O)c1ccccc1	/	1%	-2%	12%	/	/	/	/	/	2%
CCCNC(=O)Nc1cccc(C(=O)OC)c1	6%	0%	1%	?	/	-9%	10%	6	11%	4%
COC(=O)c1cc(/C=C/c2ccccc2)[nH]n1	-5%	1%	-1%	10%	0%	24%	-4%	3	-7%	-6%
O=C1N=C(N2CCN(c3ccccc3)CC2)S/C1=C/c1ccco1	3%	-2%	-1%	-47%[inhibitor]	/	/	9%	-8	-5%	-9%
Cc1cc(C)nc(-n2nc(C)c(C3(O)C(=O)Nc4ccc(F)cc43)c2N)n1 (stereo not drawn)	-2%	5%	1%	-4%	10%	2%	3%	-6	2%	1%
CC(NC(=O)/C(C#N)=C/c1ccc(Cl)c([N+](=O)[O-])c1)c1ccccc1 (stereo not drawn)	-3%	-1%[46.1 µM]	0%	-71%[inhibitor]	7%	/	-5%	-4	/	-5%
Cc1ccc(C(=O)N(CC(C)C)c2nc3ccccc3s2)o1	-16%	2%	0%	-5%	25%	2%	9%	-5	?	-2%
O=C1C=C(Nc2cccnc2)c2ccccc2C1=O	/	-4%	-3%	-52%[inhibitor]	/	/	/	/	/	1%
Cc1nc(NC(C)c2ccccc2)c2oc3ccccc3c2n1 (stereo not drawn)	3%	2%	-7%	-46%[inhibitor]	9%	6%	2%	-22	-6%	-3%
COc1ccc(N)cc1-n1c(C)ccc1C	-2%	2%	-12%	-11%	-21%	7%	1%	18	-3%[11.5 µM]	0%
O=C(NCC(c1ccco1)N1CCCC1)c1cccc(S(=O)(=O)N2CCOCC2)c1 (stereo not drawn)	1%	-1%	-1%	-20%	/	/	/	6	2%	-1%
Cc1nn2c(N3CCOCC3)cc(C(C)(C)C)nc2c1-c1ccc(Cl)cc1	3%	0%	0%	15%	2%	-4%	4%	23	3%	2%
Cc1ccc2c(c1)NC(=O)C(CC(=O)NCCCN1CCCC1=O)O2 (stereo not drawn)	-1%	11%	-11%	14%	-2%	-15%	-1%	-4	25%	4%
COc1cc(OC)c(C(=O)OCC(=O)Nc2cc(C)on2)cc1OC	8%	-2%	-2%	3%	2%	-2%	4%	10	-3%	0%
CC(=O)c1ccc(OCC(=O)N(CCC2=CCCCC2)c2c(N)n(Cc3ccccc3)c(=O)[nH]c2=O)cc1	-1%	3%	3%	-17%	/	/	/	-2	9%	3%
COc1cccc(NC(=O)COc2ccc(C)cc2)c1	3%	1%[46.1 µM]	1%	0%	0%	?	-13%	-22	/	0%
CCCOc1ccc(-c2nnn(CC(=O)OCC)n2)cc1	0%	2%	-4%	-9%	4%	6%	2%	-13	-3%	-2%

Some of the compounds tested; the hit share may differ from the screen's.
